OX1R antag-1: blocks the human orexin 1 receptor; AID 485270; hit rate 1.8% among 330,000; OX1R-expressing cells, FRET antagonist read-out; inhibition, % at 6.6 µM; O43613; in the data active means inhibition mostly above about 38%, no sharp cut-off; inactive means mostly below about 40%;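 further: 0% = agonist challenge alone and 100% = reference antagonist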
Target sequence (O43613 whole entry, looked up): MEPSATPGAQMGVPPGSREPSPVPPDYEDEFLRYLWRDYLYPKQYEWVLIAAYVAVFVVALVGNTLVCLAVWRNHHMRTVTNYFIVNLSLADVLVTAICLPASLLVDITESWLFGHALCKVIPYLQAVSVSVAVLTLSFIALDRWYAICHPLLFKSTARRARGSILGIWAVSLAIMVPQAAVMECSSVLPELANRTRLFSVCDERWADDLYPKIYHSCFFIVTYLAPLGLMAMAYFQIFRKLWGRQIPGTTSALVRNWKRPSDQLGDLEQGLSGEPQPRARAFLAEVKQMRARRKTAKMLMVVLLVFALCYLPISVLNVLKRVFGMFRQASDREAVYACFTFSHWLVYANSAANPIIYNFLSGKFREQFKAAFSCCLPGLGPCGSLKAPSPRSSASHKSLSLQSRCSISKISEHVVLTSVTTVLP
CHT allo act: allosterically activates the human high affinity choline transporter; Q9GZV3; CHT-expressing cells, membrane potential dye, choline EC20; hits give high values; LV-AA mutant CHT in HEK293 cells; B-score at 10 µM; hit rate 0.49% among 310,000; AID 488977;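 active means initial fluorescence not abnormally high and integrated response B-score, plate-corrected, over 3 SD above library mean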
Target sequence (Q9GZV3 whole entry, looked up): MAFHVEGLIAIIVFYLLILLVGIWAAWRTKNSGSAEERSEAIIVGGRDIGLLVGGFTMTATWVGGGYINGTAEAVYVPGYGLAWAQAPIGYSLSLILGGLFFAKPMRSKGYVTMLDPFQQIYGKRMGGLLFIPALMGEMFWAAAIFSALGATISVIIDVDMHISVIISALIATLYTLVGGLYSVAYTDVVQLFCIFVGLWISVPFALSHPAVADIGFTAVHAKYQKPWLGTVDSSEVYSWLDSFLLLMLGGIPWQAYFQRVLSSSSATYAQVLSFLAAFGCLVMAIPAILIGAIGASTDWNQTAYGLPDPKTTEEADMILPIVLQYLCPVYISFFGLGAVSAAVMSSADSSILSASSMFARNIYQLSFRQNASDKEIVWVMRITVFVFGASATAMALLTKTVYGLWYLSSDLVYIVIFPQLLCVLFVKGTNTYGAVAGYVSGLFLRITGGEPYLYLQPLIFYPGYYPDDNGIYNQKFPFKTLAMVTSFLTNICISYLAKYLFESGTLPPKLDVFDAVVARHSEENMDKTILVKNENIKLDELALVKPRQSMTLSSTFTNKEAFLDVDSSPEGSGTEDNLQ
OX1R antag-2: blocks the human orexin 1 receptor | O43613 | CHO/OX1R cells, Fluo-8 calcium fluorescence, orexin A | hit rate 0.43% among 330,000 | inhibition, % at 5 µM | AID 434989;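 active means inhibition above its plate's threshold, mean inhibition of all tested compounds on the plate plus 3 SD, cut at about 37% in these data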;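 further: 0% = orexin A challenge wells and 100% = SB-334867-A antagonist wells; not every result past the cut was called active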
* = called active by the depositor; i = inactive; · = not tested or not shown.

cpd	Compound	OX1R antag-1	CHT allo act	OX1R antag-2
1	O=C(c1cc(COc2c(F)cccc2F)on1)N1CCC(c2ccccc2F)C1 (centres undefined)	19.1	i	12.1
2	O=C(COC(=O)C1(c2ccc(Cl)cc2)CCCC1)Nc1ncc(C(F)(F)F)cc1Cl	17.2	i	-32.7
3	O=C(CNCc1ccccc1Cl)Nc1cc(S(=O)(=O)N2CCOCC2)ccc1Cl	10.2	·	-4.1
4	CN(c1cccc(NS(=O)(=O)c2cccc([N+](=O)[O-])c2)c1)S(C)(=O)=O	19.4	i	-12.8
5	COc1cc(/C=N/Nc2ccccc2[N+](=O)[O-])ccc1OC(=O)c1ccccc1F	20.4	i	-20.1
6	CCS(=O)(=O)N1CCC(C(=O)NCc2cccnc2)CC1	1.3	i	-12.4
7	Cc1cc(NC(=O)Nc2cccc([N+](=O)[O-])c2)no1	13.2	i	-21.4
8	Cc1cccc(NC(=O)c2ccc(Cl)nc2)n1	-5.9	i	1.1
9	CCOC(=O)N1CC=C2C(C#N)=C(N)C(C#N)(C#N)[C@H](c3ccc(OCC)c(OCC)c3)[C@H]2C1	4.0	i	-11.1
10	COc1cccc(OCCNC(=O)c2cc([N+](=O)[O-])cc([N+](=O)[O-])c2)c1	41.1	i	-8.6
11	CC(C)(C)OC(=O)[C@H](Cc1ccccc1)NC(=O)c1nc[nH]c1C(=O)NC1CCN(C(=O)OC(C)(C)C)CC1	15.7	i	-49.0
12	CC(=O)c1cccc(S(=O)(=O)N(Cc2cc3cc4c(cc3[nH]c2=O)OCCO4)CC2CCCO2)c1 (centres undefined)	7.4	i	-12.7
13	O=c1sc2ccccc2c(N2CCOCC2)c1[N+](=O)[O-]	8.4	i	-7.8
14	CC(C)OCCCNC(=S)N1CCC(C(=O)c2ccc(Cl)cc2)CC1	8.1	i	-20.8
15	CCCC(=O)N1c2ccccc2C(=C2SC(C(=O)OC)=C(C(=O)OC)S2)C(=S)C1(C)C	18.5	i	-33.5
16	CN(CCCNC(=O)CSc1cc(=O)n(C)c2ccc(Cl)cc12)Cc1ccccc1	24.1	i	-16.6
17	COC(=O)[C@]1(C)N[C@H](CN(C)C(C)=O)[C@@H]2C(=O)N(C)C(=O)[C@@H]21	5.1	·	-6.3
18	COC(=O)c1ccc2c(c1)N(Cc1ccccc1F)C(=O)c1ccccc1S2=O (centres undefined)	13.6	i	-62.8
19	O=C(NNc1ccc([N+](=O)[O-])cc1)C1CC1c1ccccc1 (centres undefined)	8.0	i	-7.7
20	Cc1nc2cc(NC(=O)CCS(=O)(=O)c3ccccc3)ccc2s1	31.2	i	-26.0
21	CCc1ccc(N2CC(C(=O)NC3=NCCS3)CC2=O)cc1 (centres undefined)	17.9	i	-10.4
22	CC(=O)Nc1nc2cccc([N+](=O)[O-])c2s1	73.9*	i	-8.9
23	COc1ccccc1NS(=O)(=O)c1cc2c(cc1C)NC(=O)CO2	-1.5	i	8.0
24	Cc1cccc(OCc2nnc(SCC(=O)N(C(C)C)C(C)C)n2Cc2ccco2)c1C	35.8*	i	8.0
25	Cc1cc(C=O)c(C)n1-c1ccc2c(c1)OCO2	1.0	i	-17.6
26	CCCOc1cc(C)nc(-c2ccccc2O)n1	23.1	i	-4.9
27	CCOC(=O)c1sc(NC(=O)CSc2nnnn2-c2ccc(C)c(C)c2)nc1C	19.0	i	-2.9
28	Cc1cc(C)n(CC(=O)N2CCCC(N3CCN(c4cccc(C(F)(F)F)c4)CC3)C2)n1 (centres undefined)	-3.2	i	-20.2
29	CC(CNC(=O)C1CCCN(S(=O)(=O)N2CCOCC2)C1)c1ccccc1 (centres undefined)	-1.2	i	-15.6
30	COC(=O)CCC(=O)Nc1ccc(N=Nc2ccccc2)cc1	40.4	i	-3.0
31	COCc1cc([C@@H]2C[C@H]3CN(c4ccccc4)C(=O)[C@]34CCCN24)ccc1OC	17.0	i	-28.5
32	CCCNC(=O)CSc1nnc(-c2ccco2)n1C	6.6	i	-1.6
33	Cc1cc(Cl)ccc1NC(=O)CCN1C(=O)C2CCCCC2C1=O (centres undefined)	-0.3	·	-16.9
34	CCOC(=O)Nc1ccc2c(CN3CCN(S(=O)(=O)c4ccccc4)CC3)cc(=O)oc2c1	22.9	i	-27.0
35	Cn1c(SCC(=O)c2ccc(F)cc2)nnc1-c1ccccc1N	34.6	i	-9.0
36	O=C(NC1CCCC1)c1ccc2c(c1)N(Cc1ccccc1)CCS2	17.6	i	-5.8
37	O=c1ccc(Oc2nc(N3CCOCC3)nc(N3CCOCC3)n2)n[nH]1	7.5	i	-3.7
38	CCOc1ccc2[nH]c(S(=O)(=O)CC)nc2c1Cl	31.9	i	2.6
39	CC(=O)c1c(N)[nH]c(-c2ccccc2)nc1=S	18.8	i	-8.8
40	Cn1cnnc1SCC(=O)NCCC(c1ccccc1)c1ccccc1	4.8	i	-13.2

41: O=C1CC(N2CCN(C3CC(=O)N(CCc4ccccc4)C3=O)CC2)C(=O)N1CCc1ccccc1 (centres undefined)
42: COc1ccc(C(=O)N/C(=C\c2cn(C)c3ccccc23)C(=O)OCC(C)C)cc1
43: Cc1ccccc1CC(=O)Nc1cc(C(C)(C)C)on1
44: O=C(NCCC(=O)N1CCC2(CC1)NCCc1[nH]cnc12)c1cccc(Cl)c1
45: COC(=O)c1sc(NC(=O)CSc2nnnn2-c2cccc(OC)c2)nc1C
46: Nc1ncnc2c1ncn2C1OC(COP(=O)(O)O)C(O)C1O (centres undefined)

assay / compound,41,42,43,44,45,46
OX1R antag-1,30.4,17.8,3.4,-0.1,29.7,11.1
CHT allo act,i,i,i,i,i,i
OX1R antag-2,-12.9,-21.7,-19.5,4.1,-10.8,1.3

47: COc1ccc(OC)c(NC(=O)Cc2ccc(NC3=NC4CS(=O)(=O)CC4S3)cc2)c1 (centres undefined)
48: Clc1ccc(OCCSCc2nc3ccccc3[nH]2)cc1
49: COC(=O)CCC(=O)OC1(C)C(=O)C=C2C=C3CCCN3C=C2C1=O (centres undefined)
50: Cc1ccc(CCNC(=O)CCS(=O)(=O)c2cc3c(cc2C)NC(=O)CO3)cc1
51: Cc1ccc[n+](C(C)C(=O)c2ccc(Cl)cc2)c1 (centres undefined)
52: O=C(Cn1cc([N+](=O)[O-])cn1)NCC1CCCO1 (centres undefined)

assay / compound,47,48,49,50,51,52
OX1R antag-1,5.0,51.4,28.3,-0.7,6.8,10.1
CHT allo act,i,i,i,i,i,i
OX1R antag-2,-5.3,-9.2,-20.3,-10.6,2.2,-3.0

53: CC(Nc1nc(=S)nc(Nc2ccc(F)cc2)[nH]1)c1ccccc1 (centres undefined)
54: O=C(COC(=O)CNC(=O)c1ccc(F)cc1)Nc1cccc(S(=O)(=O)N2CCCC2)c1
55: CC(C)(C)c1ccc(S(=O)(=O)N2CCN(CC(O)COCC3CCCO3)CC2)cc1 (centres undefined)
56: O=C(OCC#CCSc1nnc(-c2ccccc2)o1)c1cccs1
57: Cc1ccc2nc(SCC(=O)NCc3ccco3)nc(=O)n2c1
58: O=C(NCc1cccs1)C(=O)c1cn(CC(=O)N2CCOCC2)c2ccccc12

assay / compound,53,54,55,56,57,58
OX1R antag-1,3.9,21.8,-1.6,16.5,-0.2,17.2
CHT allo act,i,i,·,i,i,i
OX1R antag-2,-11.7,-26.2,-2.4,-16.0,-9.3,-21.4

59: CCc1nn(C(CC)C(=O)NCCCc2ccccc2)c(=O)c2cc3occc3n12 (centres undefined)
60: O=C(N/N=C/c1ccccc1O)NC12CC3CC(CC(C3)C1)C2
61: COc1ccc(-c2sc3ccc(N4CCOCC4)cc3c2C#CCCO)cc1
62: Cc1nnc2sc(-c3ccc(-c4ccc(Cl)c(C(F)(F)F)c4)o3)nn12
63: Nc1nc(SCCO)[nH]c(=O)c1NC(=O)c1ccc(Br)o1
64: CC1CC(c2ccccc2)n2nc(NC(=O)CCc3ccccc3)nc2N1 (centres undefined)

assay / compound,59,60,61,62,63,64
OX1R antag-1,18.1,-0.5,16.6,9.1,8.3,32.4
CHT allo act,i,i,·,i,i,i
OX1R antag-2,-31.7,-20.4,6.2,-13.6,2.6,-23.5

65: Cc1oc(S(=O)(=O)N2CCOCC2)cc1C(=O)Nc1ccc(F)cc1
66: COC(=O)C[C@](O)(CCCC(C)(C)O)C(=O)O[C@@H]1C(OC)=C[C@]23CCCN2CCc2cc4c(cc2[C@H]13)OCO4
67: Cn1c(CNC(=O)C(Cc2ccccc2)NC(=O)c2ccccc2)cc(=O)n(C)c1=O (centres undefined)
68: COc1cc(/C=N/n2cnnc2)ccc1OCC(=O)N1CCOCC1
69: CC(C)(C)c1ccc(C(=O)N2CCCN(c3ccc([N+](=O)[O-])cn3)CC2)cc1
70: CC(C)CC(=O)NC(=S)Nc1nc(-c2cccc3ccccc23)cs1

assay / compound,65,66,67,68,69,70
OX1R antag-1,2.9,16.0,22.4,10.8,10.4,24.9
CHT allo act,i,i,i,9.61*,i,i
OX1R antag-2,-3.9,-3.5,-10.1,1.4,-23.5,-9.7

Limited to OX1R antag-1 and OX1R antag-2, for three of the compounds above:
no. | Compound | OX1R antag-1 | OX1R antag-2
68 | COc1cc(/C=N/n2cnnc2)ccc1OCC(=O)N1CCOCC1 | 10.8 | 1.4
69 | CC(C)(C)c1ccc(C(=O)N2CCCN(c3ccc([N+](=O)[O-])cn3)CC2)cc1 | 10.4 | -23.5
70 | CC(C)CC(=O)NC(=S)Nc1nc(-c2cccc3ccccc23)cs1 | 24.9 | -9.7

Next entries follow:
71: CCN1CCCC1CNC(=O)CCNC(=O)c1cc(OC)c(OC)c(OC)c1 (centres undefined)
72: Cc1cc(C)n2nc(SCc3ncc(-c4ccccc4)o3)nc2n1
73: O=C(NNC(=S)NC(=O)c1ccc(Br)cc1)c1cccc([N+](=O)[O-])c1
74: Cc1nn2c(NCCN(C)C)c3c(nc2c1-c1ccccc1)CCCC3
75: CC(C)(CNC(=O)c1ccc([N+](=O)[O-])c(Cl)c1)CNC(=O)c1ccc([N+](=O)[O-])c(Cl)c1
76: NC(=O)c1ccc(NS(=O)(=O)c2ccc(Br)s2)cc1

assay / compound,71,72,73,74,75,76
OX1R antag-1,1.3,10.8,1.8,5.7,84.6*,-4.4
CHT allo act,i,i,i,i,i,·
OX1R antag-2,-15.7,-23.1,-1.8,-29.8,41.2*,6.2

Compounds listed so far with two or more sulfur atoms (9):
4: CN(c1cccc(NS(=O)(=O)c2cccc([N+](=O)[O-])c2)c1)S(C)(=O)=O
15: CCCC(=O)N1c2ccccc2C(=C2SC(C(=O)OC)=C(C(=O)OC)S2)C(=S)C1(C)C
20: Cc1nc2cc(NC(=O)CCS(=O)(=O)c3ccccc3)ccc2s1
27: CCOC(=O)c1sc(NC(=O)CSc2nnnn2-c2ccc(C)c(C)c2)nc1C
45: COC(=O)c1sc(NC(=O)CSc2nnnn2-c2cccc(OC)c2)nc1C
47: COc1ccc(OC)c(NC(=O)Cc2ccc(NC3=NC4CS(=O)(=O)CC4S3)cc2)c1 (centres undefined)
56: O=C(OCC#CCSc1nnc(-c2ccccc2)o1)c1cccs1
70: CC(C)CC(=O)NC(=S)Nc1nc(-c2cccc3ccccc23)cs1

assay / compound,4,15,20,27,45,47,56,70
OX1R antag-1,19.4,18.5,31.2,19.0,29.7,5.0,16.5,24.9
CHT allo act,i,i,i,i,i,i,i,i
OX1R antag-2,-12.8,-33.5,-26.0,-2.9,-10.8,-5.3,-16.0,-9.7

76: NC(=O)c1ccc(NS(=O)(=O)c2ccc(Br)s2)cc1

assay / compound,76
OX1R antag-1,-4.4
CHT allo act,·
OX1R antag-2,6.2

Other compounds.
77: CCN1CCc2nc(NC(=O)c3ccc4c(c3)OCCO4)sc2C1
78: CC(=O)c1ccc(NC(=O)CCCN2C(=O)/C(=C/C(C)=C/c3ccccc3)SC2=S)cc1
79: Cc1ccc(C(=O)COC(=O)c2n[nH]c(=O)c3ccccc23)cc1
80: CCC(C)(C)NC(=O)C(c1ccncc1)N(C(=O)c1sc(C)nc1C)c1ccc(F)cc1 (centres undefined)
81: NC(=O)CSc1nc2ccccc2nc1SCC(N)=O
82: Cc1ccnc(N/C=C(/NC(=O)c2ccccc2)C(=O)N/N=C\c2ccc(Cl)cc2)n1

assay / compound,77,78,79,80,81,82
OX1R antag-1,10.8,15.7,25.9,10.6,21.3,17.0
CHT allo act,i,i,i,i,i,i
OX1R antag-2,-0.7,-5.4,-13.6,-10.7,-10.9,-33.2

6 compounds already listed, ordered by the value under OX1R antag-1, low to high.
item	SMILES	OX1R antag-1	OX1R antag-2
80	CCC(C)(C)NC(=O)C(c1ccncc1)N(C(=O)c1sc(C)nc1C)c1ccc(F)cc1 (centres undefined)	10.6	-10.7
77	CCN1CCc2nc(NC(=O)c3ccc4c(c3)OCCO4)sc2C1	10.8	-0.7
78	CC(=O)c1ccc(NC(=O)CCCN2C(=O)/C(=C/C(C)=C/c3ccccc3)SC2=S)cc1	15.7	-5.4
82	Cc1ccnc(N/C=C(/NC(=O)c2ccccc2)C(=O)N/N=C\c2ccc(Cl)cc2)n1	17.0	-33.2
81	NC(=O)CSc1nc2ccccc2nc1SCC(N)=O	21.3	-10.9
79	Cc1ccc(C(=O)COC(=O)c2n[nH]c(=O)c3ccccc23)cc1	25.9	-13.6

Going on with the list.
83: CCCOc1ccc(N2C(=O)CC(N3CCN(CCN=CC4C(=O)CC(C)(C)CC4=O)CC3)C2=O)cc1 (centres undefined)
84: CCNc1ccc(C(=O)OCC(=O)N2c3ccccc3NC(=O)C2(C)C)cc1[N+](=O)[O-]
85: O=C(NC1CCCCC1)N1CCCCCC1
86: COc1cc(Cl)c(C)cc1NC(=O)[C@@H]1CCCN1C(=O)c1cccs1
87: CS(=O)(=O)N(CC(=O)N/N=C/c1cccs1)c1cccc(Cl)c1Cl
88: CCSc1c(-c2ccccc2)nc2c(C)cccc2c1C(=O)O

assay / compound,83,84,85,86,87,88
OX1R antag-1,20.7,28.7,4.1,23.1,21.2,36.4
CHT allo act,i,i,i,i,i,i
OX1R antag-2,-30.2,-20.9,-6.3,-33.9,-13.0,-6.5

Source: PubChem BioAssay

An unsorted share of the library, and some 2.5% of all compounds hit somewhere here.
